# Screens deposited in PubChem by Johns Hopkins Ion Channel Center.
# CHT PAM: allosterically activates the human high affinity choline transporter. Q9GZV3. CHT-expressing cells, membrane potential dye, choline EC20; stronger effect = higher value; LV-AA mutant CHT in HEK293 cells. B-score at 10 µM. actives 0.49% (n = 310,000);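 active = initial fluorescence not abnormally high and integrated response B-score, plate-corrected, over 3 SD above library mean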
# Target sequence (Q9GZV3 whole entry, looked up): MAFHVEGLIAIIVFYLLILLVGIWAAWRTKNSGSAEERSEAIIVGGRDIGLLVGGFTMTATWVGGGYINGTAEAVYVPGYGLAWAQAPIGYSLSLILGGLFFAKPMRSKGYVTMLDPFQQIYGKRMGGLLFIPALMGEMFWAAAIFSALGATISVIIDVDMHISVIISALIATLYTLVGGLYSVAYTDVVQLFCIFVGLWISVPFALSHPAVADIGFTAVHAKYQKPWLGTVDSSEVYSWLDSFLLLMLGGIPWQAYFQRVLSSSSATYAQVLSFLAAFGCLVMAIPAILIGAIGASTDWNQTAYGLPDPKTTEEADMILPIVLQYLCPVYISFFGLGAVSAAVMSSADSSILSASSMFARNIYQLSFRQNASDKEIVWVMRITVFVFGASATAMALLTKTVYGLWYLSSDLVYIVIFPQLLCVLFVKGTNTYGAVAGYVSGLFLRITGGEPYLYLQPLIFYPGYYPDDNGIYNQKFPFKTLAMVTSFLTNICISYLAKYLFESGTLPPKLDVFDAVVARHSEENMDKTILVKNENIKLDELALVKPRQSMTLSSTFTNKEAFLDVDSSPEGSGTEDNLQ
# CHT inh: inhibits the human high affinity choline transporter. Q9GZV3. CHT-expressing cells, membrane potential dye, choline response; stronger effect = lower value. B-score at 10 µM. actives 0.86% (n = 310,000). AID 488975;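 active = B-score over 3 SD under the library average, and starting fluorescence ratio not unusually high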;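 also: choline stimulus applied at its EC90 after an EC20 pre-addition; B-score computed on integrated fluorescence ratio after choline addition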
# Calls only; i = inactive.
# A first look (four entries):
SMILES,CHT PAM,CHT inh
CN(CCOc1ccc(Cl)cc1)C(=O)c1cc([N+](=O)[O-])ccc1N1CCOCC1,i,i
NC(CC(=O)O)c1ccc(F)cc1 (stereo not given),i,i
C/C=C/C=C\C(=O)Nc1cccc(C2=NOC3(C2)C[C@@H](C(N)=O)N(C(=O)c2cc([N+](=O)[O-])cc([N+](=O)[O-])c2)C3)c1 (stereo not given in full),i,i
COc1ccc(CN2CCCC(CO)(Cc3cccc(Cl)c3)C2)cc1OC (stereo not given),i,i

# The whole of this part, from the start:
SMILES,CHT PAM,CHT inh
CN(CCOc1ccc(Cl)cc1)C(=O)c1cc([N+](=O)[O-])ccc1N1CCOCC1,i,i
NC(CC(=O)O)c1ccc(F)cc1 (stereo not given),i,i
C/C=C/C=C\C(=O)Nc1cccc(C2=NOC3(C2)C[C@@H](C(N)=O)N(C(=O)c2cc([N+](=O)[O-])cc([N+](=O)[O-])c2)C3)c1 (stereo not given in full),i,i
COc1ccc(CN2CCCC(CO)(Cc3cccc(Cl)c3)C2)cc1OC (stereo not given),i,i
CC1CN(C(=O)c2cccc(S(=O)(=O)N3CCOCC3)c2)CC(C)O1 (stereo not given),i,i
Cc1nc2c(c(C)c1C#N)C(=O)c1ccccc1-2,i,i
NNC(=O)c1cnn(Cc2ccccc2)c1N,i,i
COC(=O)c1c(NC(C)=O)sc(Cc2ccccc2)c1C,i,i
COc1ccc(-c2nnn(CC(=O)N(Cc3cccs3)C(C)C(=O)NCCC(C)C)n2)cc1OC (stereo not given),i,i
Cc1ccc(SCCC(=O)OCC(=O)NCC2CCCCC2)cc1,i,i
CC(=O)Oc1ccc(Cl)cc1/C=C/c1ccc2ccccc2n1,i,i
COc1ccc2nc(Nc3ccc4c(c3)OCO4)sc2c1,i,i
CC(=NCCN1CCOCC1)C1=C(O)c2ccccc2C1=O,i,i
N#Cc1nc(-c2cccc3ccccc23)oc1N1CCCCC1,i,i
O=C(Cc1ccc(Br)cc1)OCC(=O)c1ccc2c(c1)OCCO2,i,i
O=C(C1=C(O)C(=O)N(CCOCCO)C1c1cccc([N+](=O)[O-])c1)c1cccs1 (stereo not given),i,i
CNC(=O)Nc1ccccc1C(=O)Nc1ccccc1,i,i
CC(=O)NC/C(C)=N\Nc1ccc([N+](=O)[O-])cc1,i,i
Cc1cc(N/N=C/c2ccccc2Br)nc2ccccc12,i,i
COc1cccc(N(CC(=O)N/N=C(\C)c2cccs2)S(C)(=O)=O)c1,i,i
COc1cc(Cl)c(C)cc1NC(=O)COc1ccccc1[N+](=O)[O-],i,i
CCOc1ccc(OCC)c(NC(=O)C2CCCN(S(=O)(=O)c3cnc[nH]3)C2)c1 (stereo not given),i,i
CCC(C)NC(=O)c1ccccc1NS(=O)(=O)c1ccc(OC)c(OC)c1 (stereo not given),i,i
O=C(O)CCC(=O)NCc1cn(-c2ccccc2)nc1-c1cccc(Br)c1,i,i

# In a second layout: 2 of the compounds above
# Second line of a record – CHT PAM	CHT inh
CCC(C)NC(=O)c1ccccc1NS(=O)(=O)c1ccc(OC)c(OC)c1 (stereo not given)
 : i	i
O=C(O)CCC(=O)NCc1cn(-c2ccccc2)nc1-c1cccc(Br)c1
 : i	i

# (next part)
SMILES,CHT PAM,CHT inh
Cc1ccc(S(=O)(=O)NNC(=O)c2ccoc2C)cc1,i,i
c1ccc(OCCN2CCN(Cc3nc(-c4ccc5c(c4)OCO5)no3)CC2)cc1,i,i
NCCSC1CC(=O)N(c2ccc(Cl)c(Cl)c2)C1=O (stereo not given),i,i
COc1ccc2c(c1)C1(Nc3ccccc3-c3nc4ccccc4n31)C(=O)N2C (stereo not given),i,i
CSCCC(NS(=O)(=O)c1ccccc1F)C(=O)NC(C)c1ccccc1 (stereo not given),i,i
OC(Cc1ccncc1)(c1ccccc1)c1ccccc1,i,i
O=C(COC(=O)c1cc(F)cc(F)c1)Nc1cccnc1Cl,i,i
CC(CC(=O)Nc1ccc(S(=O)(=O)N2CCOCC2)cc1)c1ccccc1 (stereo not given),i,i
CC(C)(C)n1nc2c(c1NC(=O)c1cccs1)CS(=O)C2 (stereo not given),i,i
CN1C(=O)C(O)(CC(=O)c2cccs2)c2ccccc21 (stereo not given),i,i
CCCCCC(=O)Nc1cccc(C2=NOC3(C2)C[C@H](C(N)=O)N(C(=O)[C@H]2CCC(=O)N2)C3)c1 (stereo not given in full),i,i
CC(C)(C)c1ccc(/C=N/OCC(=O)NCc2ccccc2)cc1,i,i
Nc1n[nH]c2cccc(Cl)c12,i,i
Oc1oc(C=Nc2ccc(F)cc2F)c2ccccc12,i,i
CCOC(=O)C1CCN(C(=O)CS(=O)(=O)Cc2nc(-c3ccccc3Cl)oc2C)CC1,i,i
CCOc1ccc(-n2cnnn2)cc1S(=O)(=O)N1CCCCC1,i,i
Cc1ccccc1NC(=O)CCS(=O)(=O)c1ccc(Br)s1,i,i
CCOC(=O)C1(Cc2cccc(F)c2)CCN(C(=O)c2cnc(C)cn2)CC1,i,i
COc1ccccc1/C=N/NC(=O)c1nnn(-c2nonc2N)c1-c1ccccc1,i,i
COc1ccccc1C(=O)NC(CCSC)C(=O)NCC(c1cccs1)N1CCOCC1 (stereo not given),i,i
COC(=O)CCC(=O)Nc1cc(OC)c(OC)cc1Cc1nccc2cc(OC)c(OC)cc12,i,i
Cc1ccccc1C(=O)NNC(=O)c1ccncc1,i,i
CN(C)c1cc(-c2ccc(Br)cc2)oc(=O)c1Cl,i,i
CCOC(=O)c1sc2nc(C)cc(-c3ccccc3)c2c1N,i,i
CCOC(=O)C1=C(C)Nc2ncnn2C1c1cccnc1 (stereo not given),i,i
C=CCn1c(=O)c(C(=O)NCc2ccc3c(c2)OCO3)c(O)c2cc(OC)c(OC)cc21,i,i
COc1ccccc1-n1c(SCC(=O)N2CCOCC2)nc2ccccc2c1=O,i,i
Cc1ccc(NCc2nnc(SCCN3CCCCC3)n2CC2CCCO2)c(C)c1 (stereo not given),i,i
CCOC(=O)C(C)n1cnc2c(nnn2-c2ccccc2)c1=O (stereo not given),i,i
CN(CC(=O)Nc1cccc(F)c1)C(=O)c1ccncc1,i,i
Cc1ccc(-n2c(SCC(=O)N3CCOCC3)nnc2-c2cccnc2)cc1,i,i
Cn1c(=O)c(C(=O)COC(=O)c2cc(-c3ccccc3)nc3ccccc23)c(N)n(Cc2ccccc2)c1=O,i,i
[O-]C1=N/[N+](=C/c2ccc(Cl)c(Cl)c2)CC1,i,i
COc1cccc(-n2nc(C(=O)NCC3CCCO3)c3ccccc3c2=O)c1 (stereo not given),i,i
CC(C)NS(=O)(=O)c1ccc2c(c1)oc(=O)n2C,i,i
COc1ccc(S(=O)(=O)N2CCOC2CNC(=O)C(=O)NCc2ccccn2)cc1C (stereo not given),i,i
Cc1ccccc1OCC(=O)Nc1ccccc1C(=O)NC1CC1,i,i
Cc1ccccc1N(C(=O)c1snc(C(N)=O)c1N)C(C)C(=O)NC1CCCCC1 (stereo not given),i,i
CN(C(=O)c1ccc2ccccc2c1)c1ccccn1,i,i
COc1ccc(N=N/C(C(C)=O)=C(/C)O)cc1,i,i
COc1ccc(CCN(C)c2ncnc3sccc23)cc1OC,i,i
COc1cc2[nH]c(=S)nc(NCc3ccc(Cl)cc3)c2cc1OC,i,i
COc1ccc(OC)c(-c2nc(C(N)=O)c3[nH]c(=O)n(-c4ccc(F)cc4)c3n2)c1,i,i
O=C(c1ccc(F)cc1)[C@@H]1[C@@H](C(=O)c2ccccc2)[C@@]2(C(=O)Nc3ccccc32)[C@H]2c3ccccc3C=CN12,i,i
O=C(NC1CCCC1)C1CCN(c2nccs2)CC1,i,i
O=C(c1ccccc1)C1CCN(C(=O)c2ccc(Cl)cc2)CC1,i,i
O=C(O)/C=C\C(=O)Nc1ccccc1C(=O)NC1CCCCC1,i,i
COc1ccccc1C(=O)NCCSCc1c(F)cccc1Cl,i,i
CCOC(=O)c1ccc(S(=O)(=O)N2CCC(C(=O)O)CC2)cc1,i,i
CCOCc1nnc(NC(=O)c2cc(OC)c(OC)c(OC)c2)s1,i,i
CCCCN1C(=O)N(C)C2C1N(C)C(=O)N2CCCC (stereo not given),i,i
Cc1[nH]c2ccccc2c1CN1CCC(Cc2ccccc2)CC1,i,i
CNC(=S)N(Cc1ccc2c(c1)OCO2)C1CC(=O)N(c2ccc(F)cc2)C1=O (stereo not given),i,i
Cc1ccc(NS(=O)(=O)c2cc([N+](=O)[O-])ccc2NNC(=S)Nc2cccc(Cl)c2)c(C)c1,i,i
COc1ccc(-c2noc(CN(Cc3nccn3C)C(C)C)n2)cc1,i,i
COC(=O)c1ccc(C(=O)OC)c(NC(=O)N2c3ccccc3Sc3ccccc32)c1,i,i
O=C(NCc1ccccc1Cl)C(=O)c1cn(CC(=O)N2CCOCC2)c2ccccc12,i,i
O=C(Nc1ccc(F)cc1)Nc1ccccc1N1CCCCC1,i,i
CNC(=S)Nc1cccc([N+](=O)[O-])c1,i,i
COc1ccc(C(=O)NCCCNC(=O)c2ccccn2)cc1,i,i
# The list continues.
SMILES,CHT PAM,CHT inh
COC(=O)C(CC(=O)c1ccc(Cl)cc1)c1ccc(C(C)C)cc1 (stereo not given),i,i
COc1cccc(/C=C/C(=O)NNC(=O)c2cc(C)oc2C)c1,i,i
Cc1c(NC(=S)N/C(=N/S(=O)(=O)c2ccccc2)c2ccccc2)c(=O)n(-c2ccccc2)n1C,i,i
Brc1c(-c2ccccc2)nc2n1Cc1ccccc1-2,i,i
CC(=O)NC1=NC(=O)/C(=C/c2cc(C)n(-c3ccc(NC(C)=O)cc3)c2C)S1,i,i
CCCOc1cccc(C(=O)Nc2cc(NC(=O)c3ccco3)ccc2OC)c1,i,i
O=C(Nc1ccccc1)C1=C[C@@H](C2CC2)C[C@@H](OCc2ccc(CO)cc2)O1,i,i
COc1ccc(C)cc1NC(=O)C1CCN(S(=O)(=O)c2cccc3nonc23)CC1,i,i
O=C(CCN1C(=O)c2ccccc2C1=O)N1CCOCC1,i,i
O=C(O)c1cc(-c2ccc(Cl)cc2)n(-c2cccc(Cl)c2)n1,i,i
COc1ccc(CCn2c(C(C)C)nc3oc4ccccc4c(=O)c3c2=O)cc1,i,i
CCOC(=O)CSc1nnc(-c2c[nH]c3ccccc23)o1,i,i
O=C(NC1CCCCCC1)c1ccc(N2CCCC2=O)cc1,i,i
CN(CC(=O)N1CCOCC1)C(=O)CSc1nc2ccccc2s1,i,i
O=C(C1CCN(S(=O)(=O)N2CCC3(CC2)OCCO3)CC1)N1CCOCC1,i,i
CC(C)c1cc(-c2n[nH]c(=S)n2Cc2ccccc2)cs1,i,i
Oc1ccc2ccccc2c1CN1CCOCC1,i,i
O=C1C2C3C=CC(C3)C2C(=O)N1c1ccccc1OS(=O)(=O)c1ccccc1 (stereo not given),i,i
COc1ccc(Cl)cc1N1C(=NC(=O)C2CCCCC2)SC2CS(=O)(=O)CC21 (stereo not given),i,i
CC12CCC(=O)N1C(C(=O)OCC(=O)Nc1ccc(Cl)c(Cl)c1)CS2 (stereo not given),i,i
CC(C)(C)c1ccc(OCCCN2CCCC2)cc1,i,i
CCc1nc2cc([N+](=O)[O-])c([N+](=O)[O-])cc2[nH]1,i,i
N#C/C(=C\c1ccc(-c2ccc(F)cc2)o1)C(=O)Nc1nc(-c2cccs2)cs1,i,i
CCCC1(C(=O)OCC)NC(c2ccc(O)cc2)C2C(=O)N(c3ccc4c(c3)OCCO4)C(=O)C21 (stereo not given),i,i
CCOc1ccc(N2C(=O)CCC2=O)cc1,i,i
CCCCCc1nnc(NC(=O)OCCC)s1,i,i
Cc1ccc(C)c(S(=O)(=O)NCc2ccc(C(=O)N3CCCCCC3)cc2)c1,i,i
O=C1CC(Sc2ncccn2)C(=O)N1c1ccccc1 (stereo not given),i,i
O=C(Nc1cccc(-c2nnco2)c1)c1cccs1,i,i
Cc1cccc(CCNC(=O)CC2C(=O)NCCN2Cc2ccccc2C)n1 (stereo not given),i,i
CCOc1ccc2[nH]c(=O)c(CN(Cc3cccnc3)C(=O)Nc3ccccc3OC)cc2c1,i,i
CCOC(=O)N1CCN(C(=O)/C(=C/c2cccc3ccccc23)NC(=O)c2ccc(OC)cc2)CC1,i,i
O=C(CSc1nc2ccc(Cl)cc2[nH]1)Nc1ccc2[nH]c(=O)[nH]c2c1,i,i
O=C(O)c1ccc(C2SCC(=O)N2Cc2ccccc2)cc1 (stereo not given),i,i
COc1ccc(CNC(=O)C(OC(C)=O)c2ccccn2)cc1 (stereo not given),i,i
CC(C)n1nc(C(=O)Nc2cccc(S(=O)(=O)NCc3ccco3)c2)c2ccccc2c1=O,i,i
S=C(Nc1cccc(Cl)c1)N1CCOCC1,i,i
Cc1cc2nc(CN(C)Cc3c(C(=O)N(C)C)nc4ccc(Cl)cn34)[nH]c2cc1C,i,i
O=C(CSc1cccc[n+]1[O-])Nc1ccc(N2CCOCC2)cc1,i,i
O=C(NCc1cccnc1)/C(=C/c1ccc(-c2cccc(Cl)c2)o1)S(=O)(=O)c1ccccc1,i,i
COc1ccc(C(=O)/C=C/c2ccccc2)c(O)c1,i,i
N#Cc1c(C(F)(F)F)cc(-c2cccs2)nc1SCc1cccnc1,i,i
CCOc1ccc2nc(NC(=O)CN3CCC(n4nnc5cc(C(F)(F)F)ccc54)CC3)sc2c1,i,i
COc1ccc(C(=O)C2CCCN(C(=O)c3cccc(Cn4cccn4)c3)C2)cc1F (stereo not given),i,i
CC(=O)c1ccc(S(=O)(=O)N2CCN(C(C)=O)CC2)cc1,i,i

# By substructure, those above with bromine.
SMILES,CHT PAM,CHT inh
O=C(Cc1ccc(Br)cc1)OCC(=O)c1ccc2c(c1)OCCO2,i,i
Cc1cc(N/N=C/c2ccccc2Br)nc2ccccc12,i,i
O=C(O)CCC(=O)NCc1cn(-c2ccccc2)nc1-c1cccc(Br)c1,i,i
Cc1ccccc1NC(=O)CCS(=O)(=O)c1ccc(Br)s1,i,i
CN(C)c1cc(-c2ccc(Br)cc2)oc(=O)c1Cl,i,i
Brc1c(-c2ccccc2)nc2n1Cc1ccccc1-2,i,i
